# Screens deposited in PubChem BioAssay by several laboratories.
# Cardiac RTF inh: cardiac RTF calcium sensitivity inhibitors, primary screen, biochemical, IANBD-TnC fluorescence, EC70 calcium; Troponin I, cardiac muscle (Homo sapiens) + Troponin T, cardiac muscle (Homo sapiens) + …; IANBD-labeled cardiac RTF, Ca2+ fluorescence; inhibition, % at 7.15 µM; 0.12% of 340,000 active; AID 493244, 2011;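 active = inhibition above the mean inhibition of all tested compounds plus 3 SD, cut at about 17% in these data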;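 note: assay run at fixed EC70 calcium of 1.6 mM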
# cardiac RTF act: cardiac RTF calcium sensitivity activators, primary screen, biochemical, IANBD-TnC fluorescence, EC20 calcium; 0.24% of 340,000 active; activation, % at 7.2 µM; IANBD-labeled TnC RTF fluorescence at EC20 calcium; 0% EC20 calcium, 100% full calcium; Troponin I, cardiac muscle (Homo sapiens) + Troponin T, cardiac muscle (Homo sapiens) + …; AID 493008, 2010;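 active = activation above the mean over all tested compounds plus 3 SD, cut at about 30% in these data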;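 note: rise in fluorescence read as greater calcium sensitivity of cardiac thin filaments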
# LANA DNA inh: inhibitors of KSHV C-LANA binding to DNA, primary screen, biochemical, fluorescence polarization, FAM-LBS DNA, MBP-C-LANA, single point. inhibition, % at 9 µM. 0.078% of 340,000 active;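 active = highest replicate inhibition at or above 60% at 9 µM, even if other replicates fall short; inactive = all replicates below 60% inhibition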;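 note: 0% = neutral control wells and 100% = 4 µM acridine orange control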
# HTR5A ag: HTR5A agonists in luminescence cell assay, primary screen, counter-screen for OPRM1-OPRD1 heterodimer agonist project, full-deck HTS; 0.61% of 340,000 active; cell-based; activation, % at 9.3 µM; 5-hydroxytryptamine receptor 5A (Homo sapiens), P47898; AID 504692, 2011; in the data active = activation mostly above about 9.5%, no sharp cut-off; inactive = mostly below about 7.6%;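 note: 0% = cells with vehicle only and 100% = reference agonist; strong numbers were not always called active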
# CAL PDZ FP: untagged CAL PDZ binding inhibitors, primary screen, biochemical, fluorescence polarization, HTS | purified CAL PDZ, TMR-peptide fluorescence polarization, 1 h | inhibition, % at 24.9 µM | 0.92% of 300,000 active;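 active = mean inhibition of at least 30% with at least half of replicates also reaching 30%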;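 note: 0% = DMSO neutral control and 100% = excess unlabeled competitor peptide PRC23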
# HTR5A inv ag: HTR5A inverse agonists in luminescence cell assay, primary screen, counter-screen for OPRM1-OPRD1 heterodimer inverse agonist project, full-deck HTS; HTR5A cell line, inverse agonism; 0.083% of 340,000 active; AID 504634, 2011; inhibition, % at 9.3 µM; in the data active = inhibition mostly above about 23%, no sharp cut-off; inactive = mostly below about 18%;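 note: 0% = cells with DMSO and 100% = no-cell wells with DMSO; some compounds called inactive have numbers as strong as hits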
# V-ATPase pHluor: regulators of yeast V-ATPase proton pumping, primary screen, pHLuorin cytosolic pH fluorescence; S. cerevisiae; response, % at 10 µM; 0.37% of 350,000 active; in the data active = response mostly above about 7.3%, no sharp cut-off; inactive = mostly below about 5.4%; note: actives read high; inactives centre near 0; some compounds called inactive have numbers as strong as hits; reference of the scale not given here
# MOR-DOR ag: agonists of OPRM1-OPRD1 heterodimerization, primary screen, cell-based, luminescence; cells; activation, % at 9.3 µM; 0.3% of 340,000 active; AID 504326, 2011; in the data active = activation above about 18%;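 note: 0% = vehicle-treated cells and 100% = reference agonist; values of inactives mirror those of a sister screen read the other way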
# Target sequence (P35372 whole entry, looked up): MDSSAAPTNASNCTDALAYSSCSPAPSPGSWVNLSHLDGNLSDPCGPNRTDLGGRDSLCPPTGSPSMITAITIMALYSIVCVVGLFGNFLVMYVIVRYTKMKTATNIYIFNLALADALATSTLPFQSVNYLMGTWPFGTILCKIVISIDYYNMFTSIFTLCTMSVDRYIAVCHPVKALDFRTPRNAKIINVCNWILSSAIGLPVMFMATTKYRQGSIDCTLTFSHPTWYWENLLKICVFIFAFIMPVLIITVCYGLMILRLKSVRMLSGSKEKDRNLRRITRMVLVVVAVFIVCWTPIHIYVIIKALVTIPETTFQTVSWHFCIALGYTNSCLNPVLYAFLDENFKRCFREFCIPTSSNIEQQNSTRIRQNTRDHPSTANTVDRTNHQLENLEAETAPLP
# Target sequence (P41143 whole entry, looked up): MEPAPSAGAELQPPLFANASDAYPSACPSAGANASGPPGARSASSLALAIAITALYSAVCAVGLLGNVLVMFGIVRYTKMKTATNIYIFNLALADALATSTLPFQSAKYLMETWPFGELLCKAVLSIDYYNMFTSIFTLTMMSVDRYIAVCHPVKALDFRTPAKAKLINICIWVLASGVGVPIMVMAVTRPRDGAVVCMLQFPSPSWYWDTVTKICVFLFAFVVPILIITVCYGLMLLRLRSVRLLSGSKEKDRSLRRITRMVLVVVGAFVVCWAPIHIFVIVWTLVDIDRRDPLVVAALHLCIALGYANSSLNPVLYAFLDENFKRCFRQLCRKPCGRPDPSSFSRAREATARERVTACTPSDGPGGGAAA
# OPRM1-OPRD1 inv: inverse agonists of MOR-DOR heterodimerization, primary screen, cell-based, luminescence; cell-based MOR-DOR heterodimer luminescence, inverse agonism; Mu-type opioid receptor (Homo sapiens) + Delta-type opioid receptor (Homo sapiens), …; inhibition, % at 9.3 µM; 0.21% of 340,000 active; in the data active = inhibition above about 22%, passing the limit was not always enough;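 note: 0% = cells with DMSO and 100% = wells without cells with DMSO; values of inactives mirror those of a sister screen read the other way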
# Keap1 Nrf2 FP: Keap1-Nrf2 protein-protein interaction inhibitors, primary screen, biochemical, fluorescence polarization, single point | Kelch-like ECH-associated protein 1 (Homo sapiens), Q14145 | Keap1 Kelch-Nrf2 peptide fluorescence polarization, 1536-well | inhibition, % at 9.4 µM | 0.15% of 340,000 active | AID 504523, 2011; in the data active = inhibition above about 12%;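 note: human Keap1 Kelch domain with fluorescein labeled Nrf2 9mer peptide probe; 0% = neutral control wells and 100% = peptide positive control; higher means more block of Keap1 binding to Nrf2 peptide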
# Starred values were filed as active, the others as inactive; / = not tested or not shown.
# The line under a structure holds: MOR-DOR ag, cardiac RTF act, Keap1 Nrf2 FP, HTR5A inv ag, V-ATPase pHluor, HTR5A ag, LANA DNA inh, OPRM1-OPRD1 inv, CAL PDZ FP, Cardiac RTF inh
CCOC(=O)CC1COCCN1C(=O)c1cc(COc2ccc(F)cc2Cl)on1 (configuration not stated)
 : -1.5, 0.8, -5.6, -3.3, 1.0, 1.7, -1.6, 8.2, -2.4, 1.6
COCCNC(=O)CCCn1c(=O)c2cc(OC)c(OC)cc2n(CC(=O)c2ccccc2)c1=O
 : -2.4, 1.0, -3.6, -27.2, -3.3, 7.9, -0.8, 12.5, -3.1, -4.8
COc1ccc(-c2ccc([C@H]3[C@H]4C=CC[C@@H](C)[C@@H]4C(=O)N3Cc3ccccc3)c(F)c2)cc1C
 : -0.8, 0.2, -5.3, -6.1, 4.8, 3.6, 1.2, 4.7, -1.5, -5.6
O=C(CCN1CCCCCC1)Nc1ccc(F)c(F)c1
 : -1.8, 13.6, -0.5, -3.1, 2.5, -2.7, 0.5, 10.8, -3.0, -1.4
COc1ccc(-c2cn3cccnc3n2)cc1NS(=O)(=O)c1ccccc1
 : 1.6, 3.9, -1.8, 13.9, 3.7, -4.9, -0.3, -11.3, /, -3.2
Cc1ccc(S(=O)(=O)c2nc(S(C)(=O)=O)sc2NCC2CCCO2)cc1 (configuration not stated)
 : 1.8, 14.2, -5.1, -2.2, 2.4, 0.8, 0.3, -10.3, -3.9, -9.3
CCn1c(NCc2ccc(N(C)C)cc2)nc2ccccc21
 : 0.4, 1.2, 0.0, -1.1, -0.5, 0.1, 0.2, -2.2, 0.4, 1.2
CC1=NN(c2ccccc2)C(=O)/C1=C\C=C1\N(C)c2ccccc2C1(C)C
 : -3.6, 7.9, -12.2, 24.4, -3.3, -3.5, -3.8, 18.9, -1.4, 1.0
COc1ccc(C2=NS(=O)(=O)N(C)C(C(=O)NCc3ccc(F)cc3)=C2)cc1OC
 : -1.7, -1.5, -1.3, 16.1, 0.2, -5.8, 0.1, 8.9, /, 0.0
C[C@]12C(=O)N(c3ccccc3)C(=O)N1[C@H]1c3ccccc3OC[C@@H]1[C@H]2c1ccccc1
 : 4.5, -4.4, -5.8, -7.7, -1.8, -1.1, -4.4, -26.2, -2.4, 3.8
CN(C)/C=C/c1oc2ccc(O)cc2c1[N+](=O)[O-]
 : -7.8, -9.0, -1.5, 30.3*, 0.2, -10.8, 0.3, 40.9*, 3.0, 5.1
COc1cccc(OCC(O)CNC(=O)c2oc3ccc(C)cc3c2C)c1 (configuration not stated)
 : 0.8, -5.3, 3.1, -8.3, -1.5, 2.2, 6.8, -3.5, -1.4, -3.0
Cc1c(/C(O)=C2\C(=O)C(=O)N(CCN(C)C)C2c2cccnc2)cnn1-c1ccccc1 (configuration not stated)
 : -0.7, 0.5, -5.6, 5.0, 2.2, -0.2, 0.6, 2.9, -2.6, -2.5
CCN1C(=O)[C@H]2[C@@H](c3ccc(C)cc3)N3C(=O)N(c4ccccc4)C(=O)[C@@]3(CC)[C@H]2C1=O
 : -1.1, -2.6, -8.0, -3.5, 1.6, -0.9, 1.3, 6.5, -14.6, -10.9
Cc1cc(NC(=O)CSCC(=O)Nc2cccc(S(=O)(=O)N3CCCCCC3)c2)no1
 : -2.2, 7.1, 0.5, 14.5, 3.4, 3.1, -1.3, 10.8, -5.7, 7.2
O=C1c2ccccc2C(=O)C1Cc1cccc2ccccc12
 : 0.2, 11.4, -4.7, -3.1, 288.6*, 0.3, 1.0, -0.8, /, -5.2
O=C(COC(=O)CNC(=O)c1ccccc1F)Nc1ccc2[nH]c(=O)[nH]c2c1
 : -1.1, 11.5, -4.1, 16.6, 2.0, -6.1, 0.5, 6.0, /, -12.4
COc1c(C(O)CC(C)C)ccc2c1C(=O)OCc1cc(C)cc(O)c1O2 (configuration not stated)
 : -0.3, -6.1, 1.0, 0.2, 1.7, 7.0, 1.1, 1.7, 3.9, 0.2
Oc1c(Br)cc(Br)cc1CNc1cccc2cccnc12
 : 6.8, 4.9, 0.1, -1.1, -0.2, 15.9*, 0.8, -34.9, /, -10.9
O=C(O)C(Oc1ccc2c3c(c(=O)oc2c1)CCC3)c1ccccc1 (configuration not stated)
 : -2.2, 0.3, -4.3, -24.9, 1.4, -5.1, 2.0, 13.5, /, -10.2
CCN1CCN(CCNC(=O)c2ccc(/C=C3/Sc4ccccc4N(Cc4ccccc4C)C3=O)cc2)CC1
 : -0.2, -2.0, -3.1, -25.0, 7.3, -4.4, 0.4, 1.1, -3.8, -2.3
C=CCNc1nc(C(=O)OCC(=O)Nc2cc(S(C)(=O)=O)ccc2Cl)cs1
 : -1.6, -0.5, /, -4.4, 1.5, 1.6, /, 8.6, -8.6, -4.2
CC(=O)c1cccc(NC(=O)NC2CC3CCCC(C2)N3CC(C)C)c1 (configuration not stated)
 : 0.3, 1.3, 0.6, 5.7, 0.4, 0.4, -1.0, -1.9, -1.2, 0.1
Cc1cc(C)c(S(=O)(=O)N2CCN=C2c2ccccc2)cc1C
 : -0.4, 10.6, -6.7, -4.2, -1.5, 1.7, 1.7, 2.3, -2.4, -8.2
CCOC(=O)C(=NC1CCS(=O)(=O)C1)NNc1ccc(Br)cc1 (configuration not stated)
 : 2.3, 8.5, -3.4, 10.3, -1.2, 2.0, 1.9, -12.4, /, -6.3
COc1ccccc1C(C)NC(=O)c1cc(S(=O)(=O)N2CCCCC2)ccc1C (configuration not stated)
 : -0.8, 1.4, -2.4, -21.6, -0.5, 8.8, -1.6, 3.2, 2.1, 0.6
C/C(=N\NC(=O)CSc1nc2nc(C)cc(C)n2n1)c1ccccc1
 : -1.3, -1.6, -4.9, -1.9, -6.2, 10.3, -1.8, 7.3, -2.0, -5.3
CN(C)c1ccc(C(=O)c2ccccc2C(=O)O)c(O)c1
 : -1.8, 5.8, 1.7, 10.6, -2.1, 5.4, -0.6, 10.4, -3.7, -7.0
COC(=O)c1sc(S(=O)(=O)N2CCC(C(=O)O)CC2)c(C(=O)OC)c1C
 : -2.0, 4.3, -4.1, 5.2, 0.3, -1.7, -1.7, 10.1, -2.8, -1.5
CN(Cc1ccccc1)C(=S)NC(=O)C1CCCCC1
 : 0.3, -7.9, 0.0, -3.1, 1.4, -2.5, 1.4, -2.4, -0.9, -23.2
COc1ccc2[nH]c(=O)c(CN(C(=O)c3cccnc3)c3cccc(C)c3)cc2c1
 : -0.2, -0.3, 4.1, -7.8, 0.0, 2.7, -0.3, 0.9, 0.2, 1.6
O=C1C=C(c2ccc3ccccc3c2)C[C@@H](c2ccc(Cl)cc2)C1
 : -0.6, -0.7, -3.5, -7.2, -6.5, 2.5, 0.0, 3.2, -0.4, -6.1
CN1CCN(c2ccc(NC(=O)c3ccccc3Br)cc2)CC1
 : -3.9, -4.8, 1.1, -8.9, -3.7, 3.7, 3.8, 16.4, 0.4, 1.4
COc1ccc(CNC(=S)NCc2ccc(F)cc2)cc1
 : -2.1, -6.5, 3.5, 5.4, 2.2, 2.3, -2.7, 10.9, -5.7, -2.0
O=c1[nH]c(CSc2cccc[n+]2[O-])nc2ccccc12
 : -0.9, -2.3, -5.1, 7.3, -1.2, 8.7, -0.8, 4.7, 1.3, -10.4
Cc1cc(N/C=C(\C#N)S(=O)(=O)c2ccc(Cl)cc2)nc(C)n1
 : -1.7, 0.6, -3.2, 9.3, 0.1, -2.8, 0.7, 8.8, -5.4, 0.5
O=C(N/N=C/c1c[nH]c2ccccc12)c1cc(-c2cccc3ccccc23)n[nH]1
 : -1.8, 1.5, -1.2, 11.5, -2.1, -4.6, -1.0, 11.6, -9.2, 2.4
CCn1c(=Nc2ccc(N3CCOCC3)cc2)ccc2ccccc21
 : -1.4, 0.9, -2.4, -7.9, -2.6, 3.2, 1.5, 5.7, -5.0, -7.5
O=C1CSC(=S)N1N=Cc1ccc(Cl)cc1Cl
 : 0.1, -2.8, -3.2, -16.8, -0.7, 4.4, 6.8, -0.6, -8.8, 2.6
Cc1cccc(OCC(=O)NCC(=O)N/N=C/c2ccccc2)c1
 : 1.1, -1.7, 3.8, -26.7, 0.3, 10.0*, 0.5, -8.1, 9.1, -1.9
COc1cc(C(=O)NCc2cccs2)ccc1OCc1c(C)noc1C
 : -1.4, 8.1, 4.5, 1.6, 2.4, 0.8, 1.8, 5.6, -0.5, 4.8
CN1C(=O)CS(=O)c2ccc(C(=O)NC3CC3)cc21 (configuration not stated)
 : 0.2, -7.4, 3.8, 6.7, -1.9, -2.5, -3.3, -1.1, -1.8, -13.7
Cc1cccc(C)c1NC(=O)CCCN1C(=O)C(c2ccccc2)Oc2cccnc21 (configuration not stated)
 : 0.5, 0.8, 3.0, 11.8, 3.8, -2.9, 1.3, -2.4, 0.6, -10.0
OC1CCNC(=S)N1c1ccccc1 (configuration not stated)
 : -3.0, -5.4, -2.8, 4.1, -0.7, -1.6, 0.2, 14.2, -1.9, -0.2
Cc1cc(NC(=O)CCN2CCC(C(N)=O)CC2)ccc1Br
 : -1.7, -0.8, 1.2, -2.6, -3.6, 1.0, 1.5, 10.4, -0.1, 1.9
O=C(Nc1ccccc1N1CCCCC1)C1CCN(S(=O)(=O)c2ccccc2C(F)(F)F)CC1
 : 1.4, -16.5, -0.2, 12.7, 3.9, -4.8, 0.6, -9.2, 8.8, -6.8
O=C(c1ccc(Cl)c([N+](=O)[O-])c1)N(c1ccccn1)c1ccccn1
 : -1.5, 4.1, -1.3, 5.3, 3.6, 0.3, 0.0, 8.0, 0.9, -8.7
Cn1c(=O)c2ccccc2n(Cc2ccccc2Cl)c1=O
 : 1.3, 4.5, 3.3, -0.1, 7.7, 0.1, -2.1, -6.5, 3.4, -7.7
C/C(=N\Nc1cccc(C(F)(F)F)c1)c1ccc(O)cc1
 : 0.8, -5.7, -1.6, -10.6, -1.0, 3.8, -0.3, -3.7, 1.0, 9.3
COc1ccc(S(=O)(=O)N2CCCC2C(=O)Nc2nnc(-c3cccnc3)s2)cc1 (configuration not stated)
 : -2.0, 0.6, -9.3, -0.8, -1.0, 0.3, 0.4, 11.3, -22.2, -7.5
O=[N+]([O-])c1ccccc1Nc1cccc(F)c1
 : 4.3, -4.2, -3.8, 2.2, -0.4, -0.6, 1.0, -20.7, -3.3, 4.5
CC(=O)c1cccc(N(C(=O)CNC(=O)c2ccco2)C(C(=O)NC2CCCC2)c2ccncc2)c1 (configuration not stated)
 : 1.1, 5.6, -8.8, -8.6, 0.4, 3.0, -1.6, -6.7, 0.6, -9.2
CCCC(=O)Nc1ccccc1NC(=O)C1CCCCC1
 : 0.3, -1.0, 4.7, 3.3, 0.5, 1.5, 0.3, -1.4, /, -7.0
Cc1nc2ccc([N+](=O)[O-])cc2nc1C
 : 0.4, 1.6, 4.5, -8.5, 0.4, 3.4, -1.9, -2.1, 1.8, -6.7
